Screening data deposited in PubChem by Broad Institute.
Cneo AK release: causes C. neoformans cell lysis; adenylate kinase release luminescence, 4 h; normalised: neutral wells 0, clomiphene wells 100; 360,000 tested, 0.2% active; lysis activity, % at 15 µM;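 active means mean lysis activity across replicates of at least 80%, whatever share of replicates individually reach that level; inactive means mean lysis activity below 80%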
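read-out = cell lysis signal | test system = log-phase Cryptococcus neoformans yeast cells | input = cells at 5 × 10^6 per mL | medium = fresh YPD growth medium | signal = luminescent adenylate kinase detection reagent | timing = 4 h at 37 °C static, read 1 h later | dosing = single dose | controls = Clomiphene as positive lysis control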
FN deposition inh: fibronectin deposition inhibition. AH1F fibroblasts, Alexa488-fibronectin deposition fluorescence, overnight. inhibition, % at 12.6 µM. 350,000 tested, 0.086% active. AID 743247;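 active means mean inhibition across replicates of 30% or more, regardless of how many single replicates reach that level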;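 further: positive control wells lacked labelled fibronectin entirely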
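Material: AH1F fibroblast monolayer depositing Alexa488-labelled fibronectin into matrix | Input: 10000 AH1F cells/well | Medium: DMEM plus 2% serum, read in PBS | Reagent: Alexa488-fibronectin, 24 nM final in well | Compound dosing: One dose per compound, pinned | Schedule: 1 h adhesion, overnight exposure | Measured by: Fluorescence at 485 nm excitation, 525 nm emission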
PGC1a acetyl inh: lowers PGC1a acetylation signal in U2OS cells; AlphaScreen anti-acetyl-lysine; with virally co-expressed GCN5 acetyltransferase; inhibition, % at 15.6 µM; 350,000 tested, 0.17% active;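 active means every replicate shows inhibition of at least 40%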;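 further: 0% = neutral control wells and 100% = positive control wells; some results beyond the cut were filed as inactive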
miR-122 sensor: inhibitors of miR-122 in Huh7 cells. Huh7 miR-122 Renilla luciferase sensor, 48 h; neutral wells = 0, positive control = 100. activation (reporter increase), % at 12.5 µM. 340,000 tested, 0.3% active. AID 602342;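 active means mean replicate activation score at least 90 and every replicate individually at or above 90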;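 further: higher luciferase means less miR-122 activity so hits act as miR-122 inhibitors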
PAX8 reporter: inhibitors of PAX8 transcriptional activity in RMG-I cells; RMG-I TPO-luciferase reporter, SteadyGlo, 24 h; inhibition, % at 12.6 µM; 360,000 tested, 1.2% active; AID 652154;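 active means mean replicate inhibition at least 60% with every replicate also reaching 60%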;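 further: luciferase light reporting Pax8 driven TPO promoter activity; plate controls were median of neutral control wells for no effect and mitoxantrone controls for full effect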
EWS-Fli inh: EWS/Fli transcriptional activity inhibition; inhibition, % at 12.6 µM; 350,000 tested, 0.67% active; A673 NR0B1-luciferase reporter, viability-normalised;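 active means mean inhibition of at least 50% after viability correction, with every replicate also passing that limit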;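 further: firefly luciferase signal divided by Alamar Blue viability fluorescence both relative to DMSO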
LGR2 antag: Drosophila LGR2 receptor signaling inhibition | HEK293 LGR2, CRE-luciferase, bursicon-stimulated, 4 h | inhibition, % at 9.99 µM | 380,000 tested, 0.35% active | AID 720647;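 active means drop in luminescence signal, shown as inhibition above about 50% in the replicate tests, limit read from the data, passing the limit was not always enough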;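 further: agonist challenge used bursicon conditioned medium at about half maximal strength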
Casp6 inh: blocks human caspase-6 cleavage activity | P55212 | purified caspase-6, Z-VEID-R110 cleavage fluorescence | inhibition, % at 12.5 µM | 350,000 tested, 0.53% active | AID 686996;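 active means mean inhibition across replicates at least about 35%, with every replicate also reaching that limit, limit read from the data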;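 further: 0% = median of neutral control wells and 100% = no fluorescence left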
Target sequence (P55212 24-179 limits assumed): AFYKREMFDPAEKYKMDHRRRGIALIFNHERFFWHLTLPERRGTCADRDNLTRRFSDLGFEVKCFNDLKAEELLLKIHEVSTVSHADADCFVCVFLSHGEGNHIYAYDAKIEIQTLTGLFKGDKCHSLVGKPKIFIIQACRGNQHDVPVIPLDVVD
Target sequence (P55212 194-293 limits assumed): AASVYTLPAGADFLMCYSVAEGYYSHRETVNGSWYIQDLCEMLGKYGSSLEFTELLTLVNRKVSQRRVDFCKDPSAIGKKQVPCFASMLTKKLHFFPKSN
Active calls of the source: *; / = no result given; & = joins results of further samples; [ ] = dose if it differs, or a comment.

Below each SMILES: Cneo AK release, FN deposition inh, PGC1a acetyl inh, miR-122 sensor, PAX8 reporter, EWS-Fli inh, LGR2 antag, Casp6 inh
> O=C(C[C@@H]1CC[C@@H](NC(=O)Cc2cccnc2)[C@H](CO)O1)Nc1ccc(-c2ccccc2)cc1
 : 41.2, 1.9, /, 58.9[16.7 µM], -75.1, -25.0, 2.7, -1.1
> S=C(c1c[nH]c2ccccc12)N1CCOCC1
 : -1.0, -2.6, 6.8, 0.4, -5.3, -1.7, 4.2, -0.3
> Cc1cc2occ(CC(=O)N(C)CC(=O)Nc3ccc(F)cc3)c2cc1C
 : 0.3, 4.5, /, /, 4.3, 1.1, -3.8, 2.7
> CO[C@H]1CC[C@@H]2CCN(C)C(=O)[C@H](C)[C@H](OC)CN(C)C(=O)c3cccc(C#N)c3OC[C@@H]1O2
 : -1.3, -6.5, 14.0, /, -6.7, -3.9, 1.8, -36.5
> CCN(CC)Cc1c(C(=O)N/N=C/c2ccncc2)nnn1-c1nonc1N
 : -1.0, 5.8, -0.3, -6.1, 29.6, -8.6, 2.8, -1.6
> CN(C)S(=O)(=O)N1CCC(Oc2ccc(C(=O)NC3CCOC(C)(C)C3)cc2)CC1 (stereo unspecified)
 : -0.8, -7.6, -5.8, -3.2, -5.9, /, -1.2, 0.1
> O=c1c2sc(-c3ccccc3)cc2nc2n1CCC2
 : -6.6, 9.2, /, -5.8, 27.2, /, /, /
> C[C@H]1CCCCO[C@@H](CN(C)CC2CCCCC2)[C@@H](C)CN([C@@H](C)CO)C(=O)c2cc(NC(=O)c3ccccc3)ccc2O1
 : 4.6, 7.7, -13.7, -4.8[16.7 µM], 6.8, 6.7, -11.7, 2.5
> C[C@H](CO)N1C[C@H](C)[C@@H](CN(C)C(=O)Nc2cccc3ccccc23)OCCCC[C@H](C)Oc2ccc(NS(=O)(=O)c3cn(C)cn3)cc2C1=O
 : -18.6&-0.8, 2.4, -5.9&-7.0, 9.9[16.7 µM], 12.1&1.2, -17.3&9.8, 14.6, 1.0
> CCOc1cccc2sc(=NC(=O)c3ccco3)n(CC(=O)OC)c12
 : /, 6.4, /, -4.8, 18.8, -13.7, -1.2, 0.2
> C[C@H](NC(=O)[C@@H]1[C@@H](CO)[C@@H]2Cn3c(ccc(-c4ccccc4F)c3=O)[C@H]1N2C)c1ccccc1
 : 0.0, /, /, /, /, -1.2, -9.4, -1.0
> CC(C)CC#Cc1ccc([C@H]2[C@@H](CO)N3C(=O)CN(C(=O)c4cnccn4)C[C@H]23)cc1
 : /, /, 6.6, /, /, -2.4, 8.9, -0.2
> Cc1ccc(NC(=O)COC(=O)Cn2nc(-c3ccc(F)cc3)oc2=O)cc1C
 : -2.4, -6.3, -2.3, 3.4, 6.1, -0.1, /, 1.9
> CCOc1ccccc1CN1CCNC(=O)C1CC(=O)NCCCn1cccn1 (stereo unspecified)
 : -0.4, -0.2, -15.6, -1.7, 8.2, -1.5, -5.6, -1.1
> COc1ccc2oc(C(=O)OCC(=O)NC(=O)NC(C)C)c(C)c2c1
 : -0.6, /, -6.7, -4.8, 0.7, /, /, /
> CN1CCN(C(=O)N2c3ccccc3CCc3ccccc32)CC1
 : /, -8.9, -0.2, /, -5.7, 0.3, -13.1, -2.9
> O=C(c1cccc(F)c1)N1CC2(C1)[C@@H](c1ccccc1)[C@@H](CO)N2C(=O)C1CCC1
 : /, -1.7, 4.2, /, /, -5.2, -5.4, 0.1
> Cc1cccc(S(=O)(=O)N2CCCCN3[C@H](CO)[C@H](c4ccc(-c5ccncc5)cc4)[C@H]3C2)c1
 : 51.5, /, -3.9, 4.3[16.7 µM], -25.6, 3.7, 8.5, -0.5
> Cc1ccc(S(=O)(=O)N2CCCN(c3nccc(C(F)(F)F)n3)CC2)cc1
 : -0.4, -4.5, -6.9, -3.6, 11.1, 10.1, -6.0, -5.1
> Cc1c(C(=O)N2CCCC2)oc2ccc(Br)cc12
 : 0.3, -8.2, /, -6.7, -59.5, /, -44.5, 39.1*
> C=CCSc1nc2ccsc2c(=O)n1-c1cccnc1
 : /, -1.4, 6.0, 7.0, -12.0, 5.8, 1.3, /
> Cc1nn(C(=O)c2c(-c3ccccc3)noc2C)c(C)c1N=Nc1cc(C(F)(F)F)cc(C(F)(F)F)c1
 : -3.6, 16.8, /, 11.1, -19.2, -2.1, -6.9, -5.6
> COc1ccc(NS(=O)(=O)c2cc(NC(=O)c3ccc(S(=O)(=O)N(C)C)cc3)ccc2N2CCOCC2)cc1
 : 0.1, -22.8, 2.4, 24.9, 28.5, 16.0, -0.6, -3.5
> CC(C)NC(=O)N[C@@H]1CC[C@H](CC(=O)O)O[C@@H]1CO
 : 0.3, -0.7, 0.5, 5.8[16.7 µM], -6.5, 3.5, 5.4, 2.5
> COc1ccccc1N=Nc1c(C)n[nH]c1C
 : 1.8, -2.6, -5.2, -5.5, -35.2, 5.3, -0.9, 0.7
> O=C(NC(c1cccnc1)c1ccc2c(c1)OCO2)C1CCN(CCOc2ccc(Cl)cc2Cl)CC1 (stereo unspecified)
 : 0.3, -1.3, /, -18.7, -13.8, 3.6, 16.4, -6.0
> Cc1cccc(N2CCN(C(=O)NCc3ccc(Cl)cc3)CC2)c1
 : 1.2, -4.5, 3.7, -1.9, /, /, /, /
> Cc1ccc(CNC(=O)CCS(=O)(=O)c2ccc3c(c2)NC(=O)C(C)S3)cc1 (stereo unspecified)
 : -1.6, 0.6, 2.3, -5.3, 13.8, /, 30.8, 5.8
> COc1ccc(CNC(=O)C[C@@H]2CC[C@H]3[C@H](COc4ccc(NC(=O)C(C)C)cc4C(=O)N3C)O2)cc1
 : 0.5, 3.7, -0.9, 11.7[16.7 µM], -1.5, 0.1, 1.2, -6.8
> Cc1noc(C(=O)Nc2cccc(O)c2)c1Cl
 : 2.3, -6.3, 5.1, 0.9, -25.2, -33.0, -23.6, 1.9
> COc1ccc(NC(=S)NC23CC4CC(CC(C4)C2)C3)cc1OC
 : 1.8, 0.7, 7.1, -0.1, 7.1, /, -0.3, -0.1
> CCCn1nc(C(=O)Nc2cc(C(=O)OC)ccc2C)c2ccccc2c1=O
 : -8.2, /, 4.2, 3.7, /, 9.9, -3.0, -1.7
> O=C(COC(=O)/C=C/c1ccc(OC(F)F)cc1)Nc1ccc2[nH]c(=O)[nH]c2c1
 : 5.0, -3.6, 3.5, -6.3, -11.6, -1.5, /, 0.9
> Cc1ccc(S(=O)(=O)C2(C(=O)N3CCN(c4ccccc4F)CC3)CC2)cc1
 : -2.5, 7.3, /, -0.6, 0.8, -0.6, 17.0, -0.8
> O=C(CCC(=O)N1CCN(c2ccc(Cl)c(Cl)c2)CC1)c1ccccc1
 : 13.6, 1.4, 4.9, /, 7.7, 5.1, 2.8, /
> CC(Sc1n[nH]c(N)n1)C(=O)Nc1cccc2ccccc12 (stereo unspecified)
 : -0.6, -4.6, -5.3, -2.1, 5.8, 8.1, -8.9, 1.3
> Cc1cc(Br)cn2c(Cc3cccc(F)c3)c(-c3ccco3)nc12
 : /, -8.5, /, /, 17.1, 7.9, 9.8, 17.7
> Cc1ccc(-n2nc3c(=O)n(CCCC(=O)NCCN4CCN(C)CC4)nc(C)c3c2C)cc1
 : 9.3, -18.2, 20.3, -8.1, -8.2, /, 8.1, -11.0
> CCOC(=O)c1ccc(N2CN(CCc3ccccc3)CNC2=S)cc1
 : -1.9, 8.1, -0.4, 4.4, 8.8, /, -6.8, /
> Clc1ccc(-c2nnsc2SCc2ccccc2)cc1
 : -2.3, -19.7, -20.7, -5.9, /, /, /, /
> O=S(=O)(c1ccc(-c2ccccc2)cc1)N1CCN(Cc2cccc(OCCO)c2)CC1
 : 2.9, /, /, /, 5.9, -0.9, /, 1.0
> CCN(c1ccccc1)S(=O)(=O)c1ccc(C(=O)Nc2cc(C)ccn2)cc1
 : 3.3, 2.6, -24.3, 9.0, 0.4, -0.2, 14.9, 4.2
> O=c1c2nnn(-c3ccccc3)c2ncn1C/C=C/c1ccccc1
 : 1.7, 1.2, -13.3, -1.3, 8.6, -7.5, -20.2, -1.4
> Cc1noc(C)c1NC(=O)Nc1ccc2c(c1)C(=O)N([C@@H](C)CO)C[C@@H](C)[C@H](CN(C)C(=O)Nc1cccc3ccccc13)OCCCC[C@H](C)O2
 : -0.7, 3.1&-1.9, /, 0.1, -0.6, 7.6, 21.9, 2.3
> O=C(NN=C1CCCC1)c1cc(Cl)cc(Cl)c1O
 : -0.9, -2.1, 6.2, -6.4, 17.0, 1.1, 12.8, 20.6
> COc1ccc(N(CC(=O)Nc2ccc(S(=O)(=O)N3CCOCC3)cc2)S(=O)(=O)c2ccc(F)cc2)cc1
 : -0.5, 3.8, 2.3, 1.6, 3.7, 9.0, 11.1, -0.5
> CNC[C@H]1Oc2ncc(C#Cc3cccc(OC)c3)cc2C(=O)N([C@@H](C)CO)C[C@H]1C
 : /, /, 5.1, -12.2[16.7 µM], -13.5, -5.5, 11.8, /
> COc1ccccc1C#Cc1ccc2c(c1)[C@@H]1[C@@H](CCN1C(=O)c1ccc(F)cc1)[C@@H](CO)N2
 : 9.9, -2.6, 17.6, 1.4[16.7 µM], 6.2, 4.4, 2.4, -4.3
> C[C@@H]1CN([C@H](C)CO)C(=O)c2cc(NC(=O)Nc3cccc4ccccc34)ccc2O[C@@H](C)CCCCO[C@@H]1CN(C)Cc1ccc(C(F)(F)F)cc1
 : 0.8, -3.1, -8.2, -3.0[16.7 µM], 13.6, 2.3, 14.6, /
> COc1ccc(S(=O)(=O)N(C)C[C@@H]2OCCCC[C@@H](C)Oc3ccc(NC(=O)c4ccncc4)cc3C(=O)N([C@@H](C)CO)C[C@@H]2C)cc1
 : -9.4, -3.3, -2.5, 3.0[16.7 µM], -17.5, 17.5, 4.0, 2.5
> CC(=O)NC(Cc1c[nH]c2ccccc12)C(=O)O (stereo unspecified)
 : -0.5, /, -2.4, -9.0, /, -2.8, /, -0.7
> Cc1cc(C(=O)N2CCCC(C(=O)c3cccc(C(F)(F)F)c3)C2)nc(C)n1 (stereo unspecified)
 : 0.6, 1.6, /, -16.7, 16.0, -4.4, -7.2, -0.7
> NS(=O)(=O)c1ccc(CCNc2nc3c(-c4cccc(F)c4)nnn3c3ccccc23)cc1
 : -1.0, /, -3.1, 8.8, 24.4, /, -4.5, /
> CCCCOc1ccc(NC(=O)C(=O)NCCCn2ccnc2)cc1
 : /, /, /, /, 84.6*, 78.2*, 5.1, -4.9
> CSCCC(NC(=O)c1ccccc1Cl)C(=O)NCC(c1cccs1)N(C)C (stereo unspecified)
 : /, -2.3, 17.1, 11.5, 0.0, -3.6, 13.8, 1.0
> COc1cccc(N2CC(O)Cn3c2nc2c3c(=O)[nH]c(=O)n2C)c1 (stereo unspecified)
 : -1.7, 1.5, -6.0, -7.6, 6.1, 9.6, 15.7, -2.2
> COCCNC(=S)N(C)[C@H]1C[C@H]2c3[nH]c4ccccc4c3CCN2C[C@H]1[C@H](C)O
 : /, 9.9, /, /, 28.4, 0.4, -5.9, -6.7
> Cc1sc2nc(C3CC3)nc(NCCNS(C)(=O)=O)c2c1C
 : 0.7, 0.4, -32.7, -0.8, -4.2, /, /, /

2 consecutive compounds out of the list so far, quoted:
Below each SMILES: Cneo AK release, FN deposition inh, PGC1a acetyl inh, miR-122 sensor, PAX8 reporter, EWS-Fli inh, LGR2 antag, Casp6 inh
> Cc1noc(C(=O)Nc2cccc(O)c2)c1Cl
 : 2.3, -6.3, 5.1, 0.9, -25.2, -33.0, -23.6, 1.9
> COc1ccc(NC(=S)NC23CC4CC(CC(C4)C2)C3)cc1OC
 : 1.8, 0.7, 7.1, -0.1, 7.1, /, -0.3, -0.1
